SSB-PriA inh = K. pneumoniae PriA-SSBct interaction inhibition; inhibition, % at 33 µM; AlphaScreen SSBct-PriA binding, biotinylated peptide; AID 1272365; actives 0.6% (n = 430,000); in the data active = inhibition mostly above about 37%, no sharp cut-off; inactive = mostly below about 20%;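 note: plate controls were negative control peptide for no effect and reference peptide for full effect; strong numbers were not always called active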
BoNT A protease = BoNT A light chain protease inhibition | multiplex microsphere protease substrate cleavage, flow cytometry | inhibition, % at 10 µM | actives 0.17% (n = 360,000); note: plate controls were buffer without enzyme for full effect and enzyme alone for no effect
TcdB GH inh = inhibitors of Clostridioides difficile toxin B glycohydrolase. TcdB glycohydrolase enzymatic assay, plate reader. inhibition, % at 9.99 µM. actives 0.24% (n = 350,000); in the data active = inhibition above about 10%
Vc quorum ag = quorum light induction in luxS cqsA deficient V. cholerae. activation, % at 18.7 µM. V. cholerae BH1578 lux reporter, luminescence, 6 h. actives 0.16% (n = 350,000). AID 588436; in the data active = activation mostly above about 9.7%, no sharp cut-off; inconclusive = no clear call, values can overlap the other calls; inactive = mostly below about 3.7%; note: not every result past the cut was called active; inactives centre near 0; reference of the scale not given here
Anthrax LF inh2 = inhibitors of Bacillus anthracis lethal factor protease; P15917; multiplex microsphere protease cleavage assay, LF; inhibition, % at 10 µM; actives 0.12% (n = 360,000); AID 588501; note: plate controls were buffer without enzyme for full effect and enzyme alone for no effect
Y pestis TopoI = inhibitors of Yersinia pestis topoisomerase I; Y. pestis Topo-I cleavage product accumulation, plate reader; activity, % at 10 µM; actives 0.064% (n = 360,000); in the data active = activity above about 50%, passing the limit was not always enough; inconclusive = no clear call, values can overlap the other calls; note: inactives centre near 2
PfHsp40 yeast = restores yeast growth despite PfHsp40 toxicity; S. cerevisiae expressing PfHsp40, growth rescue, ATP luminescence; growth rescue, % at 12.5 µM; actives 0.68% (n = 340,000); in the data active = growth rescue above about 28%, passing the limit was not always enough; inconclusive = no clear call, values can overlap the other calls;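 note: yeast W303a lacking pdr1 and pdr3 grown in galactose medium; growth measured after three days at 30 °C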
SARS 3CLpro inh = SARS-CoV 3CLpro protease inhibition | actives 0.14% (n = 290,000) | recombinant SARS-CoV 3CLpro, quenched FRET peptide cleavage | AID 1706 | P0C6X7 | inhibition, % at 6 µM; in the data active = inhibition above about 12%
PrPC surface inh = inhibitors of human cell surface prion protein PrPC; AID 720596; inhibition, % at 13.8 µM; P04156; actives 0.43% (n = 370,000); TR-FRET read-out; in the data active = inhibition above about 24%; note: 0% = median of the test wells and 100% = reference compound wells
The depositor's hits bear a star; i = inactive; u = inconclusive; x = no result given; & = joins results of further samples. Cut-off read from the data, not from the text of the source, unless noted: active = inhibition above about 30%; inconclusive = no clear call, values can overlap the other calls; inactive = below that. A portion of the library; rates above refer to the full screens.

Second line of a record – SSB-PriA inh, BoNT A protease, TcdB GH inh, Vc quorum ag, Anthrax LF inh2, Y pestis TopoI, PfHsp40 yeast, SARS 3CLpro inh, PrPC surface inh
1) Cc1ccc(NC(=O)CS(=O)CC(=O)Nc2ccc(N3CCOCC3)cc2)cc1Cl (stereo unspecified)
  6, 0.0, x, i, -4, -2, 0.5, -3, -1
2) Cc1cc(C)n2nc(-c3ccc(Br)cc3)cc2n1
  -27, 3.5, -6.5, 0.4, -2, 4, -0.9, 1, 5
3) CCCCc1nc2n[nH]c(N)c2c2c1CCCC2
  -5, 0.2, x, 4.8, -2, 27, 1.3, -2, 7
4) O=C(CN1C(=O)C2CCCCC2C1=O)Nc1ccc(S(=O)(=O)Nc2ncccn2)cc1 (stereo unspecified)
  -12, -0.5, -0.8, -0.1, -7, 2, -0.7, -2, 1
5) Cc1cc(C)nc(N2CCCC(C(=O)Nc3ccc4c(c3)OCO4)C2)n1 (stereo unspecified)
  -7, -1.5, x, -0.2, -1, 8, -0.5, -2, 7
6) O=C(O)C1C2C=CC(O2)C1C(=O)Nc1ccccc1C(F)(F)F (stereo unspecified)
  -11, -0.6, x, -1.1, 2, -1, -1.0, -2, -3
7) O=C(NCc1ccc(F)cc1)OC1CC2CC1[C@H]1CCCCN1C2=O (stereo partly specified)
  x, -0.6, 1.4, x, -8, x, x, x, -3
8) CCN(CC)S(=O)(=O)c1cccc(-c2nnc(SCc3ncc(-c4ccccc4)o3)n2C)c1
  -3, 0.5, x, -0.4, -4, 26, 1.4, 2, -4
9) COc1ccccc1CNc1n[nH]c(NCc2ccccc2OC)n1
  0, -0.6, x, -0.3, -2, 5, -1.9, 0, -10
10) CC(C)=CCN1CCN(Cc2c(C)nn(C)c2Cl)CC1CCO (stereo unspecified)
  0, 0.3, 1.1, -0.5, -1, 1, 0.3, 3, 2
11) COc1ccc(NC(=O)CSc2nc(C3CC3)nc3ccccc23)c(OC)c1
  -8, 0.1, 1.4, -0.2, -4, 5, 0.8, -2, 19
12) Cc1ccccc1CS(=O)(=O)CCC(=O)N1CCN(c2ccc(N3CCOCC3)nn2)CC1
  -5, -0.5, x, -0.4, -2, 9, 0.3, -1, -14
13) COc1cc2c(cc1OC)C(c1cccs1)N(C(=O)c1ccncc1)CC2 (stereo unspecified)
  -6, -0.3, 1.5, -0.3, -1, 5, -0.8, 3, 9
14) CCCOCC(O)CCc1n[nH]c(=S)n1-c1ccccc1 (stereo unspecified)
  -17, -0.4, 2.8, i, 3, 2, -0.6, 2, -6
15) Cc1ccc(C(=O)N2CCN(c3ccc(NC(=O)c4cccnc4)cc3)CC2)cc1
  18, 1.4, x, -0.4, 0, 15, -0.4, 3, 0
16) O=C(Nc1nnc(-c2ccc(Br)cc2)o1)c1ccco1
  2, -0.3, x, -5.0, 2, 6, -0.8, x, x
17) CNCc1cn2cc(Cl)ccc2n1
  12, -0.5, x, i, -2, -3, -0.3, 3, -4
18) O=C(CN1CCN(S(=O)(=O)c2ccccc2)CC1)Nc1ccc([N+](=O)[O-])cc1
  -16, 0.1, 1.0, -0.2, -1, -1, 1.6, 2, -1
19) O=C(CCc1ccccc1)Nc1ccc(N2CCOCC2)cc1
  3&-7, 1.4, x, i, -4, -4, 0.0, 3, 1
20) Cc1nc(NCCOc2ccccc2)sc1C(=O)Nc1ccccc1
  0, -3.5, 0.6, -0.7, -9, 1, -0.7, -1, 7
21) Cc1ccc(C2=NN(C3=NN=C(N)Cc4ncnn43)C(O)(C(F)(F)F)C2)cc1 (stereo unspecified)
  -9, 0.2, -0.9, i, 0, 1, -1.7, -2, -2
22) C=CCn1c(C)cc(C(=O)COC(=O)c2ccc3c(c2)NC(=O)CS3)c1C
  12, -0.2, 0.8, -0.6, 0, 18, -0.3, -5, -5
23) CC(C)Oc1snc(Cl)c1C(N)=O
  -12, -0.1, x, x, 0, 4, 0.6, -2, -2
24) Cc1ccc(OCCNC(=O)C(C)SCC(=O)Nc2ccc(F)cc2)cc1 (stereo unspecified)
  6, -0.6, -1.1, i, 2, 6, 0.9, x, 4
25) COc1ccc(N(CC(=O)NC2CCCCC2)S(=O)(=O)c2cccnc2)cc1
  -3, -1.0, 0.7, -0.3, -8, 3, 0.2, 0, -3
26) CN(C)c1ccc(C(=O)C(O)c2ccc(C(C)(C)C)cc2)cc1 (stereo unspecified)
  -15, 1.7, x, i, -1, 4, 0.2, -2, 8
27) CC(COS(N)(=O)=O)Cc1ccc(C(F)(F)F)cc1 (stereo unspecified)
  -25, -0.1, 1.3, 0.6, 3, 1, 3.2, 0, 3
28) Cc1ccc2c(C(=O)CN3CCCCC3CCO)c(C)[nH]c2c1 (stereo unspecified)
  -29, 0.1, x, 0.8, 1, -16, -0.4, 1, -4
29) CC(=O)c1sc(Nc2ccccc2)nc1C
  x, -0.9, 0.7, x, -6, x, x, x, -2
30) CCOC(=O)CN1C(=O)N[C@@H](c2ccccc2)C(C(C)=O)=C1C
  5, -0.1, x, 1.3, -6, 3, -1.6, -9, x

An excerpt of these results, with each value named:
22. C=CCn1c(C)cc(C(=O)COC(=O)c2ccc3c(c2)NC(=O)CS3)c1C
  SSB-PriA inh: 12
  BoNT A protease: -0.2
  TcdB GH inh: 0.8
  Vc quorum ag: -0.6
  Anthrax LF inh2: 0
  Y pestis TopoI: 18
  PfHsp40 yeast: -0.3
  SARS 3CLpro inh: -5
  PrPC surface inh: -5
30. CCOC(=O)CN1C(=O)N[C@@H](c2ccccc2)C(C(C)=O)=C1C
  SSB-PriA inh: 5
  BoNT A protease: -0.1
  TcdB GH inh: x
  Vc quorum ag: 1.3
  Anthrax LF inh2: -6
  Y pestis TopoI: 3
  PfHsp40 yeast: -1.6
  SARS 3CLpro inh: -9
  PrPC surface inh: x

(next part)
Second line of a record – SSB-PriA inh, BoNT A protease, TcdB GH inh, Vc quorum ag, Anthrax LF inh2, Y pestis TopoI, PfHsp40 yeast, SARS 3CLpro inh, PrPC surface inh
31) CCn1c(C)nc2cc(C(=O)OCCC(F)(F)F)ccc21
  -2, 0.4, x, x, 0, 2, 0.3, -1, 0
32) CCCC(C(=O)Nc1cc(S(=O)(=O)N2CCOCC2)ccc1OC)c1ccccc1 (stereo unspecified)
  -10, 2.5, 0.3, i, 4, 8, 0.8, -6, -4
33) CCOC(=O)c1ccc(NC(=S)Nc2ccccc2)cc1
  -9, 0.1, 0.9, i, -1, -6, -0.1, 2, 13
34) COc1ccccc1NC(=O)CCCc1nnc2n(C)c(=O)c3sccc3n12
  1, -2.7, 0.6, -0.8, -4, -2, -1.0, 3, 3
35) COC(=O)C1=C(CSCc2ccccc2)NC(=O)NC1c1cc(C)ccc1C (stereo unspecified)
  -4, -0.5, 6.0, i, 0, -6, 0.8, 3, 0
36) COc1cccc(CC(=O)Nc2nc(C)cs2)c1
  -10, -0.7, -1.1, -0.9, 3, -2, -0.5, 1, 8
37) COc1cc(/C=N/NC(=O)c2cccc([N+](=O)[O-])c2)ccc1OCc1ccccc1
  x, -0.8, 0.3, -5.6, -3, -2, 0.6, -3, 0
38) COCCn1nnnc1C(CC(C)C)N1CCN(c2cccc(OC)c2)CC1 (stereo unspecified)
  2, 0.3, x, -3.6, -4, 5, 3.8, 1, 1
39) Cc1cc(C(=O)NCCC2=CCCCC2)no1
  -10, -9.1, x, i, -8, -3, -0.4, -1, 2
40) O=C(C1=C[C@H](c2csc3ccccc23)C[C@H](OCc2ccc(CO)cc2)O1)N1CCN(Cc2ccc3c(c2)OCO3)CC1
  4, 0.0, 1.3&-0.3, i, -5, 37, u, 2, 1
41) CCC(C)NC(=O)Cn1c(=O)n(-c2ccccc2)c(=O)c2ccc(C(=O)NCc3ccco3)cc21 (stereo unspecified)
  -3, 0.7, x, 0.6, -3, 1, -0.4, -1, -1
42) CCOC(=O)N1CCN(C(=O)Nc2ccc(Cl)cc2Cl)CC1
  -8, -1.3, x, i, -5, -7, 0.0, -6, 7
43) O=C(COC(=O)c1cc(S(=O)(=O)NCc2ccccc2)ccc1O)c1cc2ccccc2o1
  -2, 0.0, 1.6, 3.1, 4, -1, -0.7, -1, -1
44) C=CCn1c(=O)c(C(=O)NCCN(CC)CC)c(O)c2ccccc21
  -5, -0.2, x, -0.7, 2, -11, -0.5, -1, -9
45) Cc1ccc2oc(=O)c3cnn(CC(=O)NCCC(C)C)c3c2c1
  6, -0.5, 0.6, -0.3, -6, 2, 1.3, 7, 2

Rewritten with bars between the fields: 10 of the compounds above
nr | SMILES | SSB-PriA inh | BoNT A protease | TcdB GH inh | Vc quorum ag | Anthrax LF inh2 | Y pestis TopoI | PfHsp40 yeast | SARS 3CLpro inh | PrPC surface inh
32 | CCCC(C(=O)Nc1cc(S(=O)(=O)N2CCOCC2)ccc1OC)c1ccccc1 (stereo unspecified) | -10 | 2.5 | 0.3 | i | 4 | 8 | 0.8 | -6 | -4
33 | CCOC(=O)c1ccc(NC(=S)Nc2ccccc2)cc1 | -9 | 0.1 | 0.9 | i | -1 | -6 | -0.1 | 2 | 13
34 | COc1ccccc1NC(=O)CCCc1nnc2n(C)c(=O)c3sccc3n12 | 1 | -2.7 | 0.6 | -0.8 | -4 | -2 | -1.0 | 3 | 3
35 | COC(=O)C1=C(CSCc2ccccc2)NC(=O)NC1c1cc(C)ccc1C (stereo unspecified) | -4 | -0.5 | 6.0 | i | 0 | -6 | 0.8 | 3 | 0
36 | COc1cccc(CC(=O)Nc2nc(C)cs2)c1 | -10 | -0.7 | -1.1 | -0.9 | 3 | -2 | -0.5 | 1 | 8
37 | COc1cc(/C=N/NC(=O)c2cccc([N+](=O)[O-])c2)ccc1OCc1ccccc1 | x | -0.8 | 0.3 | -5.6 | -3 | -2 | 0.6 | -3 | 0
38 | COCCn1nnnc1C(CC(C)C)N1CCN(c2cccc(OC)c2)CC1 (stereo unspecified) | 2 | 0.3 | x | -3.6 | -4 | 5 | 3.8 | 1 | 1
39 | Cc1cc(C(=O)NCCC2=CCCCC2)no1 | -10 | -9.1 | x | i | -8 | -3 | -0.4 | -1 | 2
40 | O=C(C1=C[C@H](c2csc3ccccc23)C[C@H](OCc2ccc(CO)cc2)O1)N1CCN(Cc2ccc3c(c2)OCO3)CC1 | 4 | 0.0 | 1.3&-0.3 | i | -5 | 37 | u | 2 | 1
41 | CCC(C)NC(=O)Cn1c(=O)n(-c2ccccc2)c(=O)c2ccc(C(=O)NCc3ccco3)cc21 (stereo unspecified) | -3 | 0.7 | x | 0.6 | -3 | 1 | -0.4 | -1 | -1

(next part)
Second line of a record – SSB-PriA inh, BoNT A protease, TcdB GH inh, Vc quorum ag, Anthrax LF inh2, Y pestis TopoI, PfHsp40 yeast, SARS 3CLpro inh, PrPC surface inh
46) NC(=O)CSc1nnc(COc2ccccc2)n1C1CCCCC1
  -6, 1.5, x, i, 1, 11, 0.4, 3, 2
47) NS(=O)(=O)c1ccc(CCNc2nc(CN3CCCCC3)nc3sc4c(c23)CCC4)cc1
  3, -3.0, 2.7, -0.2, -2, 8, 0.3, -2, -8
48) O=C(COc1ccc(N2CC(C(=O)O)CC2=O)cc1)Nc1cccc(C(F)(F)F)c1 (stereo unspecified)
  -14, u, x, i, 1, -1, 0.3, 2, 4
49) C=Cn1cc[n+](CC(=O)c2ccc(Cl)cc2)c1
  -12, -5.2, 1.5, -0.6, -14, 2, 2.4, 0, 5
50) COc1cccc(OC)c1C(=O)Nc1nc(N)n(-c2ccccc2)n1
  -4, -3.5, x, i, -4, 8, -1.3, -1, 4
51) CC(=O)c1ccc(NC(=O)C(C)OC(=O)c2ccc3c(c2)nc(C)n3-c2ccccc2)cc1 (stereo unspecified)
  1, 0.6, 1.3, -0.2, 0, 15, 1.6, -4, -2
52) Cc1cc(=S)cc(C)n1CCCO
  -9, 0.9, x, x, -14, 9, -0.2, -3, -6
53) CN(C)CC(C)(C)CNC(=O)c1cc(=O)c2ccccc2o1
  -16, 2.4, x, 12, -1, -13, -0.8, 4, -13
54) Cc1ccc(C(=O)OCC(=O)N2CC(C)CC(C)C2)cc1S(=O)(=O)N1CCCCC1 (stereo unspecified)
  -13, 0.4, 0.2, -1.4, -2, 42, 0.7, x, 1
55) Cc1nnsc1C(=O)N/N=C/c1ccc2ccccc2c1O
  x, 10, x, -0.3, 3, -4, -0.3, 1, -2
